Assay outcomes from PubChem BioAssay.
BAP1 inh: inhibitors of human BAP1 deubiquitinase. Q92560. recombinant BAP1, Ub-AMC hydrolysis fluorescence kinetic; hits give low values. AID 436. activity remaining (% of control), % at 20 µM. actives 0.48% (n = 72,000);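 active = activity remaining at or below 50% of control, provided the compound also passes the data quality filters; inactive = the rest, including low values that fail the filters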;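 also: 100% = DMSO wells rate and 0% = substrate alone blank rate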
Target sequence (Q92560 whole entry, looked up): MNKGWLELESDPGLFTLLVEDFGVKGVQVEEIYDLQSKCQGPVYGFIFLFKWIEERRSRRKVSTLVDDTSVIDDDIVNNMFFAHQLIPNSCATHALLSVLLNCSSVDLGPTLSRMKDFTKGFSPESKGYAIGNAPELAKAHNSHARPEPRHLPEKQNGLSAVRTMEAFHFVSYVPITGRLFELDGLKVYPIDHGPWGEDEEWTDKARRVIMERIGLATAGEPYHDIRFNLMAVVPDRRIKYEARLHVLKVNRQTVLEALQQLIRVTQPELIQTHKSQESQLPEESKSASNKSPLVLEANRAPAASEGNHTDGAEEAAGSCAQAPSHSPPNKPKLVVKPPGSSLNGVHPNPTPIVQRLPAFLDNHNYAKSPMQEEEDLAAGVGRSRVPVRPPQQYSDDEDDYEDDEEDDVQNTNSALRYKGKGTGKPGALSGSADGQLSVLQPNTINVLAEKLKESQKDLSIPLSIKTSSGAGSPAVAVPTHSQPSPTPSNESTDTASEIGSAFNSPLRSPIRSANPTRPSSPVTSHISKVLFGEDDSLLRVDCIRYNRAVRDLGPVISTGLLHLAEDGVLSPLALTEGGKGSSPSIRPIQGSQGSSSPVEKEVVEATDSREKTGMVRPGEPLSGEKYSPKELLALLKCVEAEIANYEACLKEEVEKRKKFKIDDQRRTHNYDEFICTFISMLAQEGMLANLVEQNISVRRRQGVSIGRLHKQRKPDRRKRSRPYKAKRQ
HePTP inh: human HePTP phosphatase inhibition. recombinant HePTP phosphatase activity, OD absorbance. inhibition, % at 20 µM. actives 0.64% (n = 110,000). AID 521; in the data active = inhibition above about 50%;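 also: plate controls were vehicle for no effect and reference inhibitor for full effect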
Target sequence (P35236 whole entry, looked up): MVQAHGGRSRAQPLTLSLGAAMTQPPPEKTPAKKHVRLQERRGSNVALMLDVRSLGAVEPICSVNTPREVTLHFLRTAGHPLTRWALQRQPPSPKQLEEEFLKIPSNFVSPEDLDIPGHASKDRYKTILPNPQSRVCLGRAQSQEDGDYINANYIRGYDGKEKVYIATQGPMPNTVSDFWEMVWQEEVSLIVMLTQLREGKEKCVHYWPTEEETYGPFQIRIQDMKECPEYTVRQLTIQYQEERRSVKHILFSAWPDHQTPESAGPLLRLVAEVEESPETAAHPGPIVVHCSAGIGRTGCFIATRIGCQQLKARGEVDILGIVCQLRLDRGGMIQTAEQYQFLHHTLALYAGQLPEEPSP
Active calls of the source: *; / = not tested or not shown; & = joins results of further samples.

SMILES	BAP1 inh	HePTP inh
O=C(NCC(c1cccnc1)N1CCN(c2ccc(F)cc2)CC1)c1cccc(Cl)c1 (stereo not drawn)	97.5	5.7
CN(C)/C=C1/CCc2c([nH]c3ccccc23)C1=O	/	11.3
CCOC(=O)C1CCN(C(=O)CN(c2ccc(Cl)c(C(F)(F)F)c2)S(C)(=O)=O)CC1	98.0	3.1
CC(=O)c1cccc(NC(=O)N2CCCc3ccccc32)c1	82.4	3.8
CCC(=O)N1CCN(c2ccccc2NC(=O)c2cccc(C)c2)CC1	73.1	5.2
C=CCOC(=O)C1=C(C)NC(C)=C(C(=O)OCC=C)C1c1ccc(C(=O)OC)cc1	/	3.5
O=C(CSc1nc2ccccc2[nH]1)Nc1nc2ccccc2s1	/	4.8
CCOC(=O)c1ccc(NC(=O)N2CCN(c3ccccn3)CC2)cc1	92.6	-0.5

Next entries follow.
SMILES	BAP1 inh	HePTP inh
N#C/C(=C\c1ccc(Cl)cc1)c1nc(C2CC2)cs1	/	11.5
CCOC(=O)c1sc2ccc(S(=O)(=O)N3CCCCC3)cc2c1N	/	5.1
CCOC(=O)/C=C1/NC2(CCCC2)Cc2cc(OC)c(OC)cc21	/	7.9
Cc1csc(N(CCC(N)=O)CCC(N)=O)n1	/	-0.5
CCOC(=O)C1CCN(C(=O)CCc2ccccc2)CC1	90.8	1.8
CCCS(=O)(=O)N1CCC(C(=O)NCCc2ccc(OC)c(OC)c2)CC1	101.2	2.8
CCc1ncc(C(O)(c2ccccc2)c2ccc(C)cc2)n1C (stereo not drawn)	/	-9.2
O=C(Nc1ccc(F)cc1F)c1noc2c1CCC2	105.4	22.9

The results go on.
SMILES	BAP1 inh	HePTP inh
COc1ccc(/C=C/C(=O)Nc2cc3nn(-c4ccc(C)cc4)nc3cc2C)cc1	/	3.0
Cc1cc(N2CCC(C(=O)NC3CC3)CC2)nc(-c2ccccc2)n1	97.7	6.4
Cc1nc(-c2ccccc2)nc(N/N=C/c2cccc(F)c2)c1C	/	11.6
Fc1cnc(N2CCN(c3ccccc3)CC2)nc1N1CCN(c2ccccc2)CC1	66.0	/
CC(C)C(=O)Nc1cccc(-c2nc3ccccc3o2)c1	77.4	4.0&-26.9
Cc1cc(C=O)c(C)n1-c1ccc([N+](=O)[O-])cc1	/	1.7
O=[N+]([O-])c1ccc(-c2ccc(/C=N/Nc3nnc4c(n3)[nH]c3ccccc34)o2)cc1	/	2.4
O=C(c1cccc(-n2cnnn2)c1)N1CCOCC1	105.9	7.2

(list continues)
SMILES	BAP1 inh	HePTP inh
Cn1c(O)c(C=NCC2(C)CC(O)CC(C)(C)C2)c(=O)n(C)c1=S (stereo not drawn)	/	-8.0
CCCCCC(=O)Nc1ccc(N2CCN(CC)CC2)c(Cl)c1	56.9	-1.8
C=CCn1c(=O)c(C(=O)Nc2cccc(C)c2)c(O)c2ccccc21	/	-4.7
Cc1cc(OCC(=O)NCCCN2CCOCC2)cc(C)c1Cl	100.5	-2.0
CCOc1ccc(C(=O)N2CCC(Cc3ccccc3)CC2)cc1OCC	/	5.6
CC1=C(C(=O)OCC(C)C)C(c2ccc(OCc3ccccc3)cc2)C2=C(CCCC2=O)N1 (stereo not drawn)	/	-9.2
c1ccc2c(N3CCCCC3)nc(-c3ccncc3)nc2c1	/	-2.0
O=C(NCCN1CCOCC1)c1cc2ccccc2o1	110.5	4.6

Continuation:
SMILES	BAP1 inh	HePTP inh
O=C(NCc1ccccc1)c1cccnc1N1CCOCC1	99.1	-9.1
CCCCOc1ccc(C(=O)Nc2ccc(-c3nc4ncccc4o3)cc2)cc1	/	8.4
Cc1ccc(-n2c(C)cc(/C=C3\NC(=O)NC3=O)c2C)cc1C	/	-15.5
CC(C)COc1ccc(C(=O)N/C(=C/c2ccc3c(c2)OCO3)C(=O)O)cc1	/	-16.0
O=C(O)CCC(NC(=O)c1ccccc1C(=O)O)C(=O)O (stereo not drawn)	99.2	/
COc1ccc(C(O)(C(=O)NCc2ccc(N(C)C)cc2)c2ccc(OC)cc2)cc1	/	2.5
COc1ccc(N(CC(=O)Nc2ccc3c(c2)OCCO3)S(C)(=O)=O)c(OC)c1	101.5	5.8
CCOC(=O)c1c(NC(=O)c2ccccc2F)sc(C(C)=O)c1C	106.9	/

Continuation.
SMILES	BAP1 inh	HePTP inh
CC(=O)NC(c1ccccc1)C1C(=O)N(c2ccccc2)N=C1C (stereo not drawn)	/	2.9
O=C1S/C(=C/c2cccc(O)c2)C(=O)N1c1ccccc1	/	4.8
O=C(N/N=C/c1ccccc1)c1cc(Br)ccc1O	/	19.6
Cc1cc(OCC(=O)Nc2c(C(C)C)cccc2C(C)C)ccc1Cl	79.7	/
Cc1ccc(S(=O)(=O)N2CCN(C(=O)c3ccc(OCc4c(C)noc4C)cc3)CC2)cc1	100.1	2.3
O=C(Nc1ccc2ccccc2c1)c1ccccc1F	/	-8.3
O=C(/C=C/c1ccc2c(c1)OCO2)N1CCC(CN2C(=O)c3cccc4cccc(c34)C2=O)CC1	/	2.7
Cc1ccc2c(c1)NC(=O)C(CC(=O)N(C)Cc1ccccc1)O2 (stereo not drawn)	94.5	1.4

Next entries
SMILES	BAP1 inh	HePTP inh
c1ccc(OCCN2C3=NCCN3c3ccccc32)cc1	98.5	21.7
CCOC(=O)c1cc(CC)sc1N	104.8	11.7
Cc1cc(/C=N/n2cnnc2)c(C)n1-c1ccccc1	/	7.8
CC(=O)Oc1cc2ccccc2cc1-c1nc2n(n1)C(=O)CCS2	/	8.2
CCN1CCN(c2nc(-c3ccc(Cl)cc3)nc3ccccc23)CC1	/	9.0
O=C(NCCc1ccccc1)c1ccccc1NS(=O)(=O)N1CCCC1	99.4	-1.6
Cc1cc(C)nc(N2CCC(C(=O)Nc3ccc4c(c3)CCC4)CC2)n1	82.4	3.1
Cc1cccc(N2C(=O)/C(=C/c3ccc(I)cc3)SC2=S)c1	/	6.2

(next part)
SMILES	BAP1 inh	HePTP inh
COc1ccc(NC(=O)N2CCCC2C(=O)Nc2ccc(C)c(Cl)c2)cc1 (stereo not drawn)	90.8	1.8
O=C(Nc1ccc(OC(F)(F)F)cc1)c1ccc(Br)cc1	/	0.0
COC(=O)C1CC(=O)OC1c1ccccc1 (stereo not drawn)	/	2.6
CC(C)C(=O)Nc1sc2c(c1C(=O)Nc1ccc(Br)cc1)CCC2	/	-15.3
COc1ccc(N(CC(=O)Nc2ccccc2Cl)S(=O)(=O)c2ccc(OC)c(OC)c2)cc1	/	5.2
CCOc1ccc(S(=O)(=O)N(C)c2ccc(OCC(=O)OCc3c(C)noc3C)cc2)cc1	65.3	6.2
COc1ccc(C2Nc3ccccc3C(=O)N2Cc2ccco2)cc1 (stereo not drawn)	/	-13.4
Cc1cc2ccccc2c(=O)n1CC(=O)NCC(=O)N(C)Cc1ccccc1	/	4.5

Complete entries, quoted from the list.
CCOc1ccc(S(=O)(=O)N(C)c2ccc(OCC(=O)OCc3c(C)noc3C)cc2)cc1 in the list: BAP1 inh = 65.3; HePTP inh = 6.2
CC(C)C(=O)Nc1sc2c(c1C(=O)Nc1ccc(Br)cc1)CCC2 in the list: BAP1 inh = /; HePTP inh = -15.3

The list continues.
Values in the order: BAP1 inh | HePTP inh
> CCCCOC(=O)CSC1=C(C#N)C(c2ccc3c(c2)OCO3)CC(=O)N1 (stereo not drawn)
 : 149.2 | 1.0
> CCOc1ccccc1OCC(O)CNC (stereo not drawn)
 : 103.7 | 0.2
> COc1ccccc1CNC(=O)Nc1cccs1
 : 90.9 | /
> COCc1[nH]nc2c1C(c1ccccc1Cl)C(C#N)=C(N)O2 (stereo not drawn)
 : 103.7 | 0.2
> COc1ccc2c(c1)C(C)=CC(C)(C)N2C(=O)CNCc1ccc2c(c1)OCO2
 : 96.8 | 3.7
> N#Cc1nc(-c2ccc(OCc3ccccc3)cc2)oc1NCc1ccco1
 : / | 4.1
> CC(c1ccccc1)C1CC(=O)N(c2ccccc2)C1=O (stereo not drawn)
 : / | -7.4
> C=CCN1C(=O)C(C(c2cccc([N+](=O)[O-])c2)C2C(=O)NC(=S)N(CC=C)C2=O)C(=O)NC1=S (stereo not drawn)
 : 98.2 | /
> O=C(Nc1ccccn1)c1cc2cc(Br)ccc2oc1=O
 : / | -8.1
> CC(=O)Nc1nc2n(n1)C(c1ccc(Cl)cc1)C=C(C)N2 (stereo not drawn)
 : / | 10.8
> CCCc1cc(=O)[nH]c(NCc2ccc(Cl)cc2)n1
 : 132.3 | 7.1
> CCOc1ccccc1-c1cc(-c2ccc(OC)cc2)nc2c1c(=O)n(C)c(=O)n2C
 : / | 4.4
> CCOc1ccc(OCc2ccc(C(=O)OCc3ccccn3)o2)cc1
 : 61.5 | 1.8
> Cc1cccc(C(=O)NCC(C)CN(C)C)c1 (stereo not drawn)
 : / | 4.2
> Clc1ccc2c(c1)CNc1c(ncnc1N1CCOCC1)O2
 : 105.8 | -2.2

Following part
Values in the order: BAP1 inh | HePTP inh
> COc1ccccc1OCCNC(=O)c1cc(SC)ccc1Cl
 : / | 2.5
> CC(C)NC(=O)NCC12CC3CC(CC(C3)C1)C2
 : / | 8.8
> COc1ccc(NC(=O)c2ccc3ccccc3n2)cc1
 : / | -0.5
> CCN(CC)c1ccc(NC(=O)C2CCCN(S(=O)(=O)c3cccnc3)C2)c(C)c1 (stereo not drawn)
 : 94.1 | 5.5
> O=P(O)(CP(=O)(c1ccccc1)c1ccccc1)c1ccccc1
 : 95.4 | 4.5
> O=C(N/N=C/c1cc(Br)ccc1O)c1cc(C2CC2)[nH]n1
 : / | 8.5
> O=C(O)CCC(=O)c1cccc([N+](=O)[O-])c1
 : / | 2.0
> COC(=O)c1cc(S(=O)(=O)n2nc(C)cc2C)c(Cl)cc1Cl
 : 96.9 | 5.1
> CN(C)/C=C1\Cc2ccccc2NC1=C(C#N)C#N
 : / | 6.4
> CC(NC(=O)Cc1ccccc1)c1nc2ccccc2[nH]1 (stereo not drawn)
 : 103.1 | 9.1
> COc1ccc(S(=O)(=O)N(CCc2ccccc2)CC(=O)N2CCOCC2)cc1
 : / | 5.1
> COc1cc(NS(=O)(=O)c2ccc(F)cc2)c(OC)cc1NC(=O)C1CC1
 : / | -3.8
> Cc1ccc(C(C)C)c(OC(=O)c2ccccc2[N+](=O)[O-])c1
 : / | 12.4
> COC(=O)c1ccc(NC(=O)COc2ccc3ccccc3c2)cc1
 : / | -1.8
> COc1ccc2nc(SCC(=O)NC(C)C)[nH]c2c1
 : 114.5 | -5.9

Exported as labelled records: entries from further up.
COc1ccc(S(=O)(=O)N(CCc2ccccc2)CC(=O)N2CCOCC2)cc1
- BAP1 inh: /
- HePTP inh: 5.1

COc1cc(NS(=O)(=O)c2ccc(F)cc2)c(OC)cc1NC(=O)C1CC1
- BAP1 inh: /
- HePTP inh: -3.8

Cc1ccc(C(C)C)c(OC(=O)c2ccccc2[N+](=O)[O-])c1
- BAP1 inh: /
- HePTP inh: 12.4

(further entries)
Values in the order: BAP1 inh | HePTP inh
> c1ccc(-c2csc3ncn4cnnc4c23)cc1
 : 97.4 | -4.3
> CCOC(=O)N1CCC(NC(=O)c2cccnc2SC)CC1
 : 89.4 | 7.1
> CCOC(=O)c1c(NC(=O)c2ccc(OC)c([N+](=O)[O-])c2)sc2c1CCCC2
 : / | 0.1
> COc1cccc(/C=C2\Sc3ccccc3C2=O)c1O
 : / | 8.1
> COc1ccc(-c2cc(CC(=O)c3ccccc3)cc(-c3ccc(OC)cc3)n2)cc1
 : / | 9.0
> COc1ccc(COC(=O)NNC(=O)c2ccccc2Cl)cc1
 : / | 3.5
> CCOC(=O)CNC(=O)CSc1nnnn1-c1cc(C)ccc1C
 : 101.9 | 1.8
> COc1ccc(CNC(=O)C2CC=CCC2C(=O)O)cc1OC (stereo not drawn)
 : 81.3 | 0.0
> COc1ccc(OCCNC(=O)c2ccccc2[N+](=O)[O-])cc1
 : / | 2.4
> CCCOc1ccc(C(=O)Nc2ccc(Br)cc2C(=O)O)cc1
 : / | 4.0
> CCOC(=O)C1CCCN(c2ncnc3c2cnn3-c2ccc(Cl)cc2)C1 (stereo not drawn)
 : 95.9 | 5.1
> CCOC(=O)c1c(N2C(=O)CC(Sc3ccccc3C(=O)O)C2=O)sc(C)c1C (stereo not drawn)
 : / | 8.0
> CCc1nc(C)cn1S(=O)(=O)c1cc(Br)ccc1OC
 : 98.4 | 5.4
> COC(=O)c1cc(Oc2ccc(C(=O)OC)cc2N)cc(C(=O)OC)c1
 : 102.8 | -3.7
> CCCCNc1cc(NC(C)=O)cc2cc(OC)c(OC)cc12
 : 84.3 | -0.1

Continued; the last 3 above are carried over.
Values in the order: BAP1 inh | HePTP inh
> CCc1nc(C)cn1S(=O)(=O)c1cc(Br)ccc1OC
 : 98.4 | 5.4
> COC(=O)c1cc(Oc2ccc(C(=O)OC)cc2N)cc(C(=O)OC)c1
 : 102.8 | -3.7
> CCCCNc1cc(NC(C)=O)cc2cc(OC)c(OC)cc12
 : 84.3 | -0.1
> CCOC(=O)C1=C(C)NC2=C(C(=O)CCC2)C1c1ccc(OCc2cccc(F)c2)c(OC)c1 (stereo not drawn)
 : / | -11.3
> COc1cccc(-n2nnnc2SCC(=O)NCc2ccco2)c1
 : 93.7 | 13.6
> COc1cccc(N2C(=O)C3CCCN3C2c2ccc(F)cc2)c1 (stereo not drawn)
 : 102.9 | 2.8
> c1ccc(OCCn2cnc3ccccc32)cc1
 : 100.1 | 4.4
> COC(=O)c1c(NC(=O)c2cccc(F)c2)sc2c1CCCC2
 : 62.0 | /
> CC(=O)C1C(=O)c2c(cccc2[N+](=O)[O-])C1=Nc1ccc(N=Cc2cc(Br)ccc2O)cc1 (stereo not drawn)
 : / | 4.8
> O=C(Nc1ccccc1)c1ccc2nc(NC(=O)C34CC5CC(CC(C5)C3)C4)sc2c1
 : 108.2 | /
> COc1cccc(C2C(C(=O)c3cccs3)=C(O)C(=O)N2CCN(C)C)c1OC (stereo not drawn)
 : 85.5 | 4.0
